Source: PubChem
DLD1 CTGF mRNA: reduction of CTGF mRNA in DLD1 cells – DLD1 colon cancer cells, RT-qPCR, single point, primary screen (AID 743449); DLD1 CTGF mRNA qPCR, 24 h; stronger effect = higher value; inhibition, % at 12.5 µM; 9,900 compounds, 0.9% hits;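 active means mean normalized replicate activity at least 50 and at least half of replicates each reaching 50; inconclusive means only one of the two criteria met; inactive means neither criterion met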;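 further: 0% = neutral control wells and 100% = dasatinib control wells; higher means stronger suppression of CTGF expression like dasatinib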
Pax4 mRNA alpha TC1: Pax4 mRNA upregulation in alpha cells – RT-PCR, mouse alpha TC1 cells, single point, primary screen (AID 1053180) | mouse alpha TC1 cells, Pax4 mRNA qPCR, 6 days; stronger effect = higher value; 100% = Pax4 plasmid added at qPCR | activation, % at 10 µM | 9,600 compounds, 0.2% hits;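 active means highest normalized replicate activity of 15 or more, or at least half the replicates reach 15 or more; inactive means neither condition met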;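 further: pax4 Ct normalized to GAPDH with activation seen as lower delta delta Ct; plate controls were plate neutral control wells for no effect and Pax4 plasmid positive control for full effect; each compound tested in two replicate wells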
* hit, by the source's call; ? = inconclusive; . = no result given; & = joins results of further samples. Only part of the results is shown; count on the stated rates, not on these rows.

compound | DLD1 CTGF mRNA | Pax4 mRNA alpha TC1
OC[C@@H]1[C@H](c2ccc(Br)cc2)[C@@H]2CNCCCCN12 | -12 | 0.0
N#C[C@@H]1N[C@H](CO)[C@@H]1c1ccc(C#Cc2ccccc2F)cc1 | 13 | 0.0
O=C(C[C@H]1C=C[C@@H](NC(=O)Nc2cccc(F)c2)[C@H](CO)O1)NCC1CCCCC1 | 7 | 0.0
CNC[C@H]1Oc2ncc(-c3cncnc3)cc2C(=O)N([C@@H](C)CO)C[C@H]1C | 18 | 0.0
CCNC(=O)C[C@@H]1CC[C@H]2[C@@H](COC[C@H](O)CN2C(=O)C2CCCC2)O1 | -13 | 0.0
O=C(Nc1ccc2c(c1)[C@H]1C[C@@H](CC(=O)N3CCOCC3)O[C@H](CO)[C@H]1O2)Nc1ccccc1F | -10 | 0.0
C[C@H]1CN([C@@H](C)CO)C(=O)c2cc(NC(=O)C3CCCCC3)ccc2O[C@@H]1CN(C)Cc1ccc2c(c1)OCO2 | -26 | 0.0
C[C@@H]1CN([C@H](C)CO)C(=O)c2ccccc2-c2ccccc2CO[C@@H]1CN(C)C(=O)Nc1cccc(Cl)c1Cl | 15 | 0.0
O=C(Nc1ccccc1F)N1CC(=O)N2[C@@H](CO)[C@H](c3ccc(-c4cccnc4)cc3)[C@@H]2C1 | -20 | 0.0
C[C@H]1CN([C@@H](C)CO)S(=O)(=O)c2ccc(C#CC3(O)CCCC3)cc2O[C@@H]1CN(C)C(=O)Nc1cccc(F)c1 | -21 | 0.7
CCCC(=O)N1CCC2(CC1)CN(Cc1ccc(Cl)cc1)[C@H](CO)c1[nH]c3cc(OC)ccc3c12 | -61 | 0.0
COc1ccc(CNC(=O)C[C@H]2CC[C@@H](NC(=O)CN(C)C)[C@@H](CO)O2)cc1 | 6 | 0.0
CCC(=O)N1CC2(CCN(C(=O)Nc3ccccc3F)CC2)c2c([nH]c3cc(OC)ccc23)[C@H]1CO | -30 | 0.0
COc1ccc(C#Cc2ccc3c(c2)[C@H]2[C@H](CCN2C(=O)C2CCOCC2)[C@H](CO)N3)cc1 | -9 | 0.0
Cc1cccc(S(=O)(=O)N2CC[C@@H]3[C@H]2c2cc(-c4ccccc4F)ccc2N[C@@H]3CO)c1 | 4 | 0.0
CCCNC[C@@H]1[C@@H](c2ccc(C3=CCCCC3)cc2)[C@@H](CO)N1C(=O)C1CCC1 | -80 | 0.0
CO[C@@H]1CN(C)C(=O)c2ccc(NC(=O)c3ccc4c(c3)OCO4)cc2OC[C@@H](C)N(Cc2ccc3c(c2)OCO3)C[C@H]1C | -14 | 0.0
CC(C)[C@@H]1C(=O)N[C@@H](c2cccc(Cl)c2)CC=CC[C@@H](C)Oc2ccccc2C(=O)N1C (mixture of isomers) | 28 | 0.2
CN1C(=O)c2cc(NC(=O)Cc3cccs3)ccc2OC[C@H]2O[C@H](CC(=O)NCCc3ccncc3)CC[C@H]21 | -36 | 0.0
CO[C@H]1CN(C)C(=O)c2cc(NS(=O)(=O)c3ccc(Cl)cc3)ccc2OC[C@H](C)N(C(=O)NC(C)C)C[C@@H]1C | -9 | 0.0
C[C@@H](NC(=O)[C@@H]1[C@@H](CO)[C@@H]2Cn3c(cccc3=O)[C@@H]2N1CCC(F)(F)F)c1ccccc1 | 3 | 0.0
CC(C)NC(=O)N1CC[C@@H]2[C@H]1c1cc(-c3ccc(F)cc3)ccc1N(C)[C@@H]2CO | 7 | 0.0
CCN(C[C@H]1N[C@H](CO)[C@H]1c1ccccc1)C(=O)c1ccncc1 | -18 | 0.0
COc1ccc2c3c(n(C)c2c1)[C@@H](CO)N(C)CC31CCN(C(=O)CN2CCOCC2)CC1 | 0 | 0.0
CN1C(=O)c2cc(NC(=O)c3cccc(C(F)(F)F)c3)ccc2OC[C@@H]2O[C@@H](CC(=O)NCCN3CCCC3)CC[C@@H]21 | -17 | 0.0

Taken from above:
DLD1 CTGF mRNA with COc1ccc2c3c(n(C)c2c1)[C@@H](CO)N(C)CC31CCN(C(=O)CN2CCOCC2)CC1 stands at 0
DLD1 CTGF mRNA with CCN(C[C@H]1N[C@H](CO)[C@H]1c1ccccc1)C(=O)c1ccncc1 stands at -18

4 consecutive entries from above, quoted:
compound | DLD1 CTGF mRNA | Pax4 mRNA alpha TC1
OC[C@@H]1[C@H](c2ccc(Br)cc2)[C@@H]2CNCCCCN12 | -12 | 0.0
N#C[C@@H]1N[C@H](CO)[C@@H]1c1ccc(C#Cc2ccccc2F)cc1 | 13 | 0.0
O=C(C[C@H]1C=C[C@@H](NC(=O)Nc2cccc(F)c2)[C@H](CO)O1)NCC1CCCCC1 | 7 | 0.0
CNC[C@H]1Oc2ncc(-c3cncnc3)cc2C(=O)N([C@@H](C)CO)C[C@H]1C | 18 | 0.0

The list continues:
compound | DLD1 CTGF mRNA | Pax4 mRNA alpha TC1
COc1cccc(S(=O)(=O)Nc2ccc3c(c2)C(=O)N(C)[C@H]2CC[C@@H](CC(=O)NCC4CCCCC4)O[C@@H]2CO3)c1 | -3 | 0.0
CNC[C@H]1OCCCC[C@H](C)Oc2ccc(N)cc2C(=O)N([C@@H](C)CO)C[C@@H]1C | 1 | 0.0
COc1ccc(NC(=O)N(C)C[C@@H]2Oc3ccc(NC(=O)CCN4CCOCC4)cc3C(=O)N([C@H](C)CO)C[C@@H]2C)cc1 | -14 | 0.0
C[C@@H]1CCCCO[C@@H](CN(C)C(=O)c2ccncc2)[C@H](C)CN([C@@H](C)CO)C(=O)c2cc(NC(=O)CCC(F)(F)F)ccc2O1 | 16 | 0.0
O=C(C[C@H]1CC[C@H]2[C@@H](COC[C@H](O)CN2C(=O)c2ccccc2F)O1)NCc1ccc(Cl)c(Cl)c1 | -1 | 0.0
O=C([C@@H]1[C@@H](CO)[C@@H]2Cn3c(cccc3=O)[C@H]1N2Cc1cocn1)N1CCCCC1 | 2 | 0.0
Cc1ccccc1S(=O)(=O)N1CCCCN2[C@@H](CO)[C@@H](c3ccc(C#CCN(C)C)cc3)[C@@H]2C1 | -23 | 0.0
C/C=C/c1cccc(-c2nc(C(=O)Nc3nccs3)cc3c2[C@@H](CCO)N(C(=O)NC(C)C)C3)c1 | 60* | 0.0
CCCC(=O)N1CC2(CCN(S(=O)(=O)CC)CC2)c2c(n(C)c3cc(OC)ccc23)[C@@H]1CO | 16 | 0.0
O=C(C[C@H]1CC[C@H]2[C@@H](COC[C@H](O)CN2C(=O)c2cnccn2)O1)N1CCN(c2ccccc2)CC1 | -10 | 0.0
CCC(=O)N1CC2(CCN(Cc3ccccc3Cl)CC2)c2c([nH]c3cc(OC)ccc23)[C@@H]1CO | -40 | 0.0
CN1CCN(C(=O)C[C@H]2CC[C@@H]3[C@H](COC[C@@H](O)CN3C(=O)c3ccccc3F)O2)CC1 | 15 | 0.0
COCC(=O)N1C[C@H](C)[C@@H](OC)CN(C)C(=O)c2ccc(NC(=O)Nc3cccc(F)c3)cc2OC[C@@H]1C | -9 | 0.0
Cc1cc(C(=O)Nc2cccc3c2O[C@@H](CN(C)C)[C@H](C)CN([C@H](C)CO)C3=O)n(C)n1 | 8 | 0.0
CCC(=O)N1C[C@H](O)COC[C@H]2O[C@H](CC(=O)NCc3ccc(Oc4ccccc4)cc3)CC[C@@H]21 | -29 | 0.0
COCC(=O)N1CC2(C1)CN(S(C)(=O)=O)[C@@H](CO)c1c2c2ccc(OC)cc2n1C | 15 | 0.0
CO[C@H]1CN(C)C(=O)c2cc(NC(=O)CC(F)(F)F)ccc2OC[C@H](C)N(CC2CC2)C[C@@H]1C | -1 | 0.0
C[C@@H]1CN([C@H](C)CO)C(=O)c2cc(NC(=O)CCCCCC(=O)Nc3ccccc3N)ccc2O[C@@H](C)CCCCO[C@H]1CN(C)Cc1ccc(Cl)c(Cl)c1 | -30 | 0.0
C[C@H]1CN([C@@H](C)CO)C(=O)c2c(c3ccccc3n2C)-c2ccccc2CO[C@@H]1CN(C)C(=O)[C@H](Cc1ccccc1)N(C)C | 11 | 0.1
COc1ccc2c3c([nH]c2c1)[C@@H](CO)N(Cc1ccncc1)CC31CN(Cc2ccc(-c3ccccn3)cc2)C1 | -48 | 0.0
Cc1noc(C)c1NC(=O)N(C)C[C@@H]1OCc2cn(nn2)CCCC(=O)N([C@@H](C)CO)C[C@H]1C | 17 | 0.0
Cc1cccc(S(=O)(=O)N2C[C@H](O)COC[C@H]3O[C@@H](CC(=O)Nc4ccccc4)CC[C@@H]32)c1 | -10 | 0.0
O=C(Cc1cccnc1)N1CC2(C1)[C@H](c1ccccc1)[C@H](CO)N2C(=O)C1CCOCC1 | -7 | .
COCC(=O)N1CC2(CN(S(C)(=O)=O)C2)c2c(n(C)c3cc(OC)ccc23)[C@H]1CO | 1 | 0.0
CN1C(=O)c2cc(NC(=O)Cc3cccs3)ccc2OC[C@H]2O[C@@H](CC(=O)NCCc3ccncc3)CC[C@@H]21 | -84 | 0.0
CN(C)C(=O)c1ccc(-c2ccc(C3[C@H]4CNC[C@@H]3N4Cc3ccccn3)cc2)cc1 (some centres undefined) | 0 | 0.0
COc1cccc(C(=O)Nc2ccc3c(c2)OC[C@H](C)N(CCc2ccccc2)C[C@@H](C)[C@@H](OC)CN(C)C3=O)c1 | ? | 0.0
O=C(C1CCC1)N1C[C@H]2[C@@H](c3ccccc31)[C@H](CO)N2C(=O)Nc1cccc(F)c1 | -55 | 0.0
N#Cc1cccc(-c2ccc3c(c2)[C@H]2[C@H](CCN2C(=O)CN2CCOCC2)[C@H](CO)N3)c1 | -34 | 0.0
C[C@@H]1CN([C@H](C)CO)C(=O)c2cc(NC(=O)C3CC3)ccc2O[C@H]1CN(C)S(=O)(=O)c1ccccc1 | 14 | 0.0
Cc1cccc(-c2ccc(C3[C@@H]4CN(C(=O)c5ccncc5)C[C@H]3N4)cc2)c1 (some centres undefined) | 4&-8 | 0.0&0.0
CC=Cc1ccc2n(c1=O)C[C@H]1[C@H](CO)[C@@H](C(=O)Nc3ccc(-c4ccccc4)cc3)[C@@H]2N1C(=O)CC (mixture of isomers) | -3 | 0.0
C[C@H](CO)N1C[C@H](C)[C@@H](CN(C)Cc2ccc3c(c2)OCO3)Oc2ccc(NS(=O)(=O)c3cn(C)cn3)cc2CC1=O | -13 | 0.0
C[C@H]1CN([C@@H](C)CO)C(=O)c2cc(C3=CCCC3)cnc2O[C@@H]1CN(C)C(=O)Nc1ccc(C(F)(F)F)cc1 | -20 | 0.0
CO[C@H](CN(C)C(=O)C1CCOCC1)[C@H](C)CN(C(=O)Nc1ccc(C(F)(F)F)cc1)[C@H](C)CO | 1 | 0.0
COc1ccccc1C#Cc1ccc([C@H]2[C@H](CO)N3CCCCN(C(=O)C4CCC4)C[C@@H]23)cc1 | 69* | 0.0
O=C(c1cnccn1)N1CC(=O)N2[C@@H](CO)[C@@H](c3ccc(-c4cccc(F)c4)cc3)[C@@H]2C1 | 2 | 0.0
CN(Cc1ccccc1F)C[C@H]1[C@@H](c2ccccc2)[C@@H](CO)N1S(C)(=O)=O | 1 | 0.0
O=C(C[C@H]1C[C@@H]2c3cc(NS(=O)(=O)c4ccccc4)ccc3O[C@@H]2[C@@H](CO)O1)NCC(F)(F)F | 16 | 0.0
COc1cccc(NC(=O)N2[C@H](CO)[C@H](c3ccccc3)[C@H]2CNCC(C)C)c1 | 30 | 0.0
C[C@H](NC(=O)C[C@H]1CC[C@H]2[C@@H](COC[C@@H](O)CN2Cc2ccc(C(F)(F)F)cc2)O1)c1ccccc1 | 13 | 0.0
CO[C@H]1CN(C)C(=O)c2cc(NC(=O)c3nc4ccccc4s3)ccc2OC[C@@H](C)NC[C@@H]1C | -12 | 0.0
Cc1ccc(S(=O)(=O)N2CC[C@@H]3[C@@H](CO)N(C)c4ccc(-c5ccccc5F)cc4[C@@H]32)cc1 | -11 | 0.0
C[C@@H]1CN([C@@H](C)CO)C(=O)c2cc(C3=CCCCC3)cnc2O[C@@H]1CN(C)S(=O)(=O)c1cn(C)cn1 | -10 | 0.0
C[C@@H]1CN([C@@H](C)CO)C(=O)CCCn2cc(nn2)CO[C@@H]1CN(C)C(=O)Nc1cccc2ccccc12 | 4 | 0.0
CO[C@@H]1CN(C)C(=O)c2cc(NS(=O)(=O)c3cn(C)cn3)ccc2OC[C@@H](C)NC[C@@H]1C | -22 | 0.0
C[C@@H]1CN([C@@H](C)CO)C(=O)c2cc(NS(=O)(=O)c3ccc(Cl)cc3)ccc2O[C@@H](C)CCCCO[C@@H]1CN(C)Cc1ccncc1 | 2 | 0.0
C[C@H](CO)N1C[C@H](C)[C@@H](CN(C)S(=O)(=O)c2ccc(F)cc2)Oc2ccc(NS(=O)(=O)c3cn(C)cn3)cc2C1=O | 6 | 0.0
O=C(C[C@@H]1CC[C@H]2[C@@H](COC[C@H](O)CN2S(=O)(=O)c2ccc(F)cc2)O1)NCCN1CCCCC1 | -8 | 0.0
CN1C(=O)c2cc(NC(=O)NCc3ccccc3)ccc2OC[C@H]2O[C@@H](CC(=O)NCC3CCCCC3)CC[C@H]21 | 21 | 0.0

(further entries)
compound | DLD1 CTGF mRNA | Pax4 mRNA alpha TC1
C[C@@H]1CN([C@H](C)CO)C(=O)CCCn2nncc2CO[C@@H]1CN(C)Cc1ccc2c(c1)OCCN2C | 19 | 0.0
N#C[C@@H]1[C@@H](c2ccccc2-c2ccccc2F)[C@@H](CO)N1C(=O)C1CCC1 | -15 | 0.0
COc1cccc(CNC(=O)C[C@@H]2CC[C@@H]3[C@@H](COc4ccc(NC(=O)c5cccs5)cc4C(=O)N3C)O2)c1 | 7 | 0.0
O=C(C[C@@H]1C=C[C@H](NC(=O)Nc2cccc(F)c2)[C@H](CO)O1)NCC1CCCCC1 | 32 | 0.0
